Assay outcomes (PubChem BioAssay)
SRC3 TRFRET art: counter-screen for PPARgamma SRC-3 recruitment agonists: TR-FRET artefact; TR-FRET ratio at 8 µM; AID 1048; PPARgamma/SRC-3 format; hits give high values; hit rate 0.39% among 99,000; in the data active = TR-FRET ratio above about 2000; note: inactives centre near 1600; reference of the scale not given here
SRC1 TRFRET art: flags TR-FRET format artefacts in PPARgamma SRC-1 recruitment agonist screen; TR-FRET detection artefact counter-screen, emission ratio; hits give high values; TR-FRET ratio at 8 µM; hit rate 0.34% among 99,000; AID 1051; in the data active = TR-FRET ratio above about 2300; note: inactives centre near 1800; reference of the scale not given here
* hit, by the source's call; & = joins results of further samples. Only part of the results is shown; the hit share may differ from the screen's.

SMILES | SRC3 TRFRET art | SRC1 TRFRET art
CC[C@@H]1C(=O)OC[C@@H]1Cc1cncn1C | 1855&1770&1372 | 2004&1562&1803
